Assay outcomes as filed in PubChem.
OX1R antag-1: antagonists of human orexin 1 receptor (OX1R) | Orexin/Hypocretin receptor type 1 (Homo sapiens), O43613 | OX1R-expressing cells, FRET antagonist read-out | inhibition, % at 6.6 µM | actives 1.8% (n = 330,000) | AID 485270, 2010; in the data active = inhibition mostly above about 38%, no sharp cut-off; inactive = mostly below about 40%;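 note: 0% = agonist challenge alone and 100% = reference antagonist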
Target sequence (O43613 whole entry, looked up): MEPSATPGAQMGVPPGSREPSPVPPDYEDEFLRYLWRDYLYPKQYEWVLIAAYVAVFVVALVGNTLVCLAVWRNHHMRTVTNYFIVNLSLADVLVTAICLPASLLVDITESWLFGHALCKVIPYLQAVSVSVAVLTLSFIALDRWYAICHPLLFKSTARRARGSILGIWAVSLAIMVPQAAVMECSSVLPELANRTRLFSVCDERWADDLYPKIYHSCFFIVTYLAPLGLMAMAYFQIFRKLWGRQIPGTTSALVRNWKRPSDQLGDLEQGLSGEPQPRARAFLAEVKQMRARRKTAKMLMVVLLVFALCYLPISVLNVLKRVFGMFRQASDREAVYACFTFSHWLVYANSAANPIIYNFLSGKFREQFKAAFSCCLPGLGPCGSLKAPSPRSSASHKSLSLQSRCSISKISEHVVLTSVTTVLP
OX1R antag-2: OX1R (HCRTR1) antagonists, primary screen, fluorescence, CHO/OX1R cells, Fluo-8 calcium, orexin A; Orexin/Hypocretin receptor type 1 (Homo sapiens), O43613; Fluo-8 calcium fluorescence; inhibition, % at 5 µM; actives 0.43% (n = 330,000); AID 434989, 2010;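 active = inhibition above its plate's threshold, mean inhibition of all tested compounds on the plate plus 3 SD, cut at about 37% in these data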;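 note: 0% = orexin A challenge wells and 100% = SB-334867-A antagonist wells; not every result past the cut was called active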
* marks the source's active call; other numbers are inactive results.

OX1R antag-2	OX1R antag-1	canonical_smiles
-12	16	CC1=CN2C(=NC(=O)CC2(C)C(=O)N(CC(=O)NC2CCCC2)Cc2ccccc2)C=C1 (centres undefined)
-11	5	C=CCN(c1ccccc1C(=O)O)S(=O)(=O)c1ccc(C)cc1
-14	5	CCn1c(CC(=O)Nc2ccccc2)nnc1SCC(=O)Nc1ccccc1C(=O)OC
-11	21	O=C(NN1CCOCC1)c1sc2cccc(F)c2c1Cl
-26	17	O=C(CSc1cc(Cl)ccc1Cl)NC1CCCc2ccccc21 (centres undefined)
-40	12	O=C1[C@H]2CCCC[C@H]2C(=O)N1CCCCN1CCN(c2nsc3ccccc23)CC1
-14	13	C/C(CC(=O)Nc1ccc(Cl)c(Cl)c1)=N\NC(N)=S
-11	6	O=C(NCc1ccccc1Cl)c1cc(C(=O)C2CC2)c[nH]1
-14	8	C[C@@H]1C(c2ccccc2)=NN(c2ccccc2)[C@H]1C(=O)N1CCOC1=O
-17	11	CC(=O)c1cccc(NC(=O)C2(c3ccccc3)CC2(Cl)Cl)c1 (centres undefined)
-11	4	COc1cccc(C2CC(c3ccc(Cl)cc3)n3nc(N)nc3N2)c1 (centres undefined)
4	7	COC1=C(Nc2ccccc2OC)C(=O)c2ccccc2C1=O
-7	7	c1ccc(N=Nc2ccc3cccccc2-3)cc1
-7	9	CC1NC(=O)NC1CCCCCC(=O)Nc1ccc(F)c(Cl)c1 (centres undefined)
-10	20	COc1ccc2[nH]c(=O)c(CN(Cc3ccco3)Cc3nnnn3Cc3ccccc3)cc2c1
-27	18	Cc1csc(NC(=O)c2cc(-c3ccncc3)nc3ccccc23)n1
-10	-6	FC(F)(F)c1cccc(OCC2CNC(=S)O2)c1 (centres undefined)
-3	41*	Cn1cc(SCC(=O)NCc2ccc3c(c2)OCO3)c2ccccc21
43*	23	Cc1cc(OCc2cc(C(=O)N3CCN(C)C(=O)[C@@H]3C)no2)cc(C)c1Cl
-8	10	O=C1CC(C(=O)NCCc2ccccc2)SC(=Nc2ccccc2)N1 (centres undefined)
-24	3	Cc1csc(NC(=O)CSc2nnc(-c3ccccn3)n2-c2ccc(C)c(C)c2)n1
-15	6	[O-]C1=N/[N+](=C/c2ccccc2)CC1
-10	34	O=C(CS(=O)(=O)c1c[nH]c2ccccc12)N1CCCc2ccccc21
-28	11	CCOC(=O)C1CCN(c2ncnc3c2cnn3-c2ccc(OC)cc2)CC1
-2	21	CCOC(=O)C(CC)/C(C)=N\NC(=O)c1cccc(C)c1 (centres undefined)
-6	22	C/C=C/C=C/C(=O)N1CC2(CC(c3cccc(NC(=O)CCCCC)c3)=NO2)C[C@H]1C(N)=O (some centres undefined)
-21	10	Cc1ccc(CN2CCNC(=O)C2CC(=O)N(C)C2CCCCC2)cc1 (centres undefined)
-19	33	O=S1(=O)c2cccc3cccc(c23)N1Cc1ccc(-c2nnco2)cc1
-4	15	CCOc1ccc(CNCc2cccnc2)cc1
-8	34	CN(C(=O)COc1ccccc1)c1nnc(-c2cccnc2)s1

22 neighbouring records already listed:
OX1R antag-2	OX1R antag-1	canonical_smiles
-40	12	O=C1[C@H]2CCCC[C@H]2C(=O)N1CCCCN1CCN(c2nsc3ccccc23)CC1
-14	13	C/C(CC(=O)Nc1ccc(Cl)c(Cl)c1)=N\NC(N)=S
-11	6	O=C(NCc1ccccc1Cl)c1cc(C(=O)C2CC2)c[nH]1
-14	8	C[C@@H]1C(c2ccccc2)=NN(c2ccccc2)[C@H]1C(=O)N1CCOC1=O
-17	11	CC(=O)c1cccc(NC(=O)C2(c3ccccc3)CC2(Cl)Cl)c1 (centres undefined)
-11	4	COc1cccc(C2CC(c3ccc(Cl)cc3)n3nc(N)nc3N2)c1 (centres undefined)
4	7	COC1=C(Nc2ccccc2OC)C(=O)c2ccccc2C1=O
-7	7	c1ccc(N=Nc2ccc3cccccc2-3)cc1
-7	9	CC1NC(=O)NC1CCCCCC(=O)Nc1ccc(F)c(Cl)c1 (centres undefined)
-10	20	COc1ccc2[nH]c(=O)c(CN(Cc3ccco3)Cc3nnnn3Cc3ccccc3)cc2c1
-27	18	Cc1csc(NC(=O)c2cc(-c3ccncc3)nc3ccccc23)n1
-10	-6	FC(F)(F)c1cccc(OCC2CNC(=S)O2)c1 (centres undefined)
-3	41*	Cn1cc(SCC(=O)NCc2ccc3c(c2)OCO3)c2ccccc21
43*	23	Cc1cc(OCc2cc(C(=O)N3CCN(C)C(=O)[C@@H]3C)no2)cc(C)c1Cl
-8	10	O=C1CC(C(=O)NCCc2ccccc2)SC(=Nc2ccccc2)N1 (centres undefined)
-24	3	Cc1csc(NC(=O)CSc2nnc(-c3ccccn3)n2-c2ccc(C)c(C)c2)n1
-15	6	[O-]C1=N/[N+](=C/c2ccccc2)CC1
-10	34	O=C(CS(=O)(=O)c1c[nH]c2ccccc12)N1CCCc2ccccc21
-28	11	CCOC(=O)C1CCN(c2ncnc3c2cnn3-c2ccc(OC)cc2)CC1
-2	21	CCOC(=O)C(CC)/C(C)=N\NC(=O)c1cccc(C)c1 (centres undefined)
-6	22	C/C=C/C=C/C(=O)N1CC2(CC(c3cccc(NC(=O)CCCCC)c3)=NO2)C[C@H]1C(N)=O (some centres undefined)
-21	10	Cc1ccc(CN2CCNC(=O)C2CC(=O)N(C)C2CCCCC2)cc1 (centres undefined)

(next part)
OX1R antag-2	OX1R antag-1	canonical_smiles
-9	6	Cc1ccc(NC(=O)CCn2c(=O)[nH]c3ccsc3c2=O)cc1
-4	13	CCCC(=O)Nc1nc2ccc(OC)cc2s1
-3	12	Cc1cccc(NC(=O)COc2ccc(/C=N\n3cnnc3)cc2)c1
-9	27	COc1ccc(C)cc1S(=O)(=O)N1CCN(S(=O)(=O)c2cc(C(=O)O)ccc2C)CC1
-34	6	COCCNC(=O)CN1CCN(S(=O)(=O)c2ccc3c(c2)CCCC3)CC1
-21	8	CC(=O)Nc1ccc(/C=N/N2CCCCC2)cc1
-15	1	Cc1cc(C)nc(SCCC(=O)Nc2ccc(F)cc2)n1
-13	-2	O=C(NCCCN1CCOCC1)c1cc(-c2ccc(Br)cc2)on1
-24	-8	COc1cccc(-c2nc(CS(=O)(=O)CC(=O)NCc3ccc(Cl)cc3)c(C)o2)c1
1	0	Cc1cc(O)c(Sc2ccc(Cl)cc2)c(=O)[nH]1
-17	-1	CCOCC(=O)N1CCN(c2ccc(F)cc2)CC1
-20	38	Cc1cccc(CN2C(=O)CCSc3ccc(Cl)cc32)c1
-8	11	CCCCNC(=O)[C@H](Cc1c[nH]c2ccccc12)NC(=O)c1ccccc1Cl
-8	6	Cc1nc(C(C)NC(=O)CCc2nnc(-c3ccsc3)o2)cs1 (centres undefined)
-2	1	CCn1c(COc2ccc3c(c2)CCCC3)nnc1SCC(=O)Nc1nccs1
-10	6	CC1(C)OC(c2ccccc2)=C/C(=C/C=C2C(=O)c3ccccc3C2=O)O1
-23	16	C=CCOc1cccc(C2C(C(=O)c3ccco3)=C(O)C(=O)N2Cc2cccnc2)c1 (centres undefined)
-15	13	O=C(CSc1nnc(C2CCCCC2)o1)Nc1ccccc1Cl
-19	19	Cc1nn(CC(=O)NC(=O)NC2CCCC(C)C2C)c(=O)c(C#N)c1C (centres undefined)
-3	15	O=C(NCCCn1ccnc1)C(=O)NCc1ccc(Cl)cc1
-2	-2	CC(C)c1cc(C(C)C)n2nc(N)nc2n1
-36	16	COc1ccc(CNC(=O)C(=O)NCCC2CCCCN2S(=O)(=O)c2cccs2)cc1 (centres undefined)
-10	2	Cc1cc(C(=O)NCC(c2ccco2)N2CCCC2)c2ccccc2n1 (centres undefined)
-16	12	Cc1ccc(S(=O)(=O)NNC(=O)c2sccc2-n2cccc2)cc1
-7	18	COc1ccc(C(C(=O)NCC2CCCO2)N(C(=O)CNC(=O)c2cccs2)c2ccccc2)cc1OC (centres undefined)
-42	25	Cc1ccc(C(C)C)c(OCc2ccc(-c3nnco3)cc2)c1
-23	14	Cc1c(C)n(CCO)c2ncnc(Nc3ccc(F)cc3)c12
-18	-11	COc1ccccc1N1CCN(C(=O)c2cc3cc(C)ccc3[nH]2)CC1
-12	13	Cc1ccc(S(=O)(=O)NC2(C(F)(F)F)NC(=O)N(Cc3ccccc3)C2=O)cc1 (centres undefined)
-28	8	O=C(NCCSCc1c(F)cccc1Cl)Nc1ccccc1
-27	23	COc1ccc(/C=C/S(=O)(=O)NCc2ccccc2)cc1OC
-8	8	C[C@H](NC(=O)c1ccco1)C(=O)N1CCN(c2ccc(C(F)(F)F)cn2)CC1
-17	18	Cc1ccccc1N/N=C/c1ccc(C#N)cc1
-4	6	c1ccc(N2CCN(c3ncccn3)CC2)cc1
-1	8	COc1cc(Br)c(CC(=O)O)cc1OC
12	48*	O=C1C(Cl)=C(NC(=O)c2ccccc2)C(=O)C(Cl)=C1NC(=O)c1ccccc1
-17	10	N#CC1=C(N)SC(N)=C(C#N)C1C1CC=CCC1 (centres undefined)
-26	5	CC(C)C1CC(CCN2CCCCC2)(c2ccccc2)CCO1 (centres undefined)
-18	1	CCOc1ccc(C2CC(c3c(O)c4ccccc4oc3=O)=NN2c2ccccc2)cc1OC (centres undefined)
6	25	Cc1ccc(C(=O)COC(=O)CCC(=O)Nc2ccccc2Cl)cc1[N+](=O)[O-]
-18	22	CC(NS(=O)(=O)c1ccc(Br)cc1)C(=O)NCc1ccco1 (centres undefined)
-10	52*	O=C(CCCCCN1C(=O)c2cccc3cccc(c23)C1=O)NCCCO
-38	13	COc1ccc(CN(C)CC2CCCN(CCc3ccc(Cl)cc3)C2)cc1OC (centres undefined)
-11	5	COc1cc(/C=C(\NC(C)=O)C(=O)NC(C)(C)CC(C)(C)C)ccc1OC(C)=O
-18	6	Cc1ccc(C)c(S(=O)(=O)NCc2ccc(C(=O)N3CCC(Cc4ccccc4)CC3)cc2)c1
-13	7	CC1CN=C(N(C(=S)Nc2ccccc2)c2cccc(C(F)(F)F)c2)S1 (centres undefined)
-18	21	COCCCn1c(SC(C)C(=O)NC2CC2)nc2ccccc2c1=O (centres undefined)
-18	91*	O=C(CCC(=O)NNC(=O)c1ccc([N+](=O)[O-])cc1)NCc1ccccc1
-14	34	COc1ccc(/C=C/C(=O)NCc2ccc3c(c2)OCO3)cc1OC
-32	8	COc1ccc(C(=O)Nn2cnc3ccccc3c2=O)cc1[N+](=O)[O-]
-12	-7	COc1ccc(NS(=O)(=O)c2ccc3nc(COc4ccc(C#N)cc4)[nH]c3c2)cc1
-23	-4	CCS(=O)(=O)N1CCC(C(=O)NCc2cccs2)CC1
-8	22	COc1ccc(S(=O)(=O)N2CCCCC2)cc1NC(=O)C1CSC2(C)CCC(=O)N12 (centres undefined)
-23	-14	O=C(Nc1cccc(S(=O)(=O)NC2=NCCCCC2)c1)C1COc2ccccc2O1 (centres undefined)
-33	4	Cc1cccc(NC(=O)CSc2nc(=O)n(CCCN3CCOCC3)c3c2CCCC3)c1
-17	12	Cc1ccc(-n2ncc3c2CC(C)(C)CC3NC(=O)Cc2c(C)noc2C)cc1 (centres undefined)
-29	11	CCCc1cc(C(=O)Nc2cccc(Cl)c2)no1
-14	6	C=CCN(C(=O)c1csnn1)C(C(=O)NC1CCCCC1)c1ccccc1 (centres undefined)
-6	7	Nc1cccc(S(=O)(=O)Nc2ccc(Br)cc2)c1
-28	0	CCn1c(=N)n(CC(O)COc2ccc(C)cc2)c2ccccc21 (centres undefined)

Later entries.
OX1R antag-2	OX1R antag-1	canonical_smiles
6	4	CN1CCN(C(=O)c2ccc(NS(=O)(=O)c3ccccc3)cc2)CC1
-14	-5	CCc1ccccc1NS(=O)(=O)c1cc2c(cc1C)n(C)c(=O)c(=O)n2C
-27	2	CC(C)C(NC(=O)c1c(F)cccc1F)C(=O)N1CCN(c2ncccn2)CC1 (centres undefined)
-14	14	O=C(Nn1c(-c2ccc(F)cc2)nc2ccccc2c1=O)C1CCCCC1
-14	21	COc1ccc(CN2C(=O)[C@@H]3C(c4ccccc4Cl)=NO[C@@H]3C2=O)cc1
-15	17	CCc1ccccc1N1CN(Cc2cccnc2)CNC1=S
3	12	COc1cccc(C(=O)Nc2cc3c(cc2N2CCOCC2)n(C)c(=O)n3C)c1
-25	6	CCOC(=O)[C@@H]1[C@H]2COc3cc(OC)ccc3[C@@H]2N2C(=O)N(c3ccc(Br)cc3)C(=O)[C@]12C
-9	4	O=C(CSc1nnc(CNC(=O)c2ccco2)o1)Nc1cccc(C(F)(F)F)c1
64*	70*	CC(=O)c1c(C)[nH]c(C(=O)COC(=O)c2cccc(S(=O)(=O)N(C)c3ccccc3)c2)c1C
-20	13	CCOC(=O)c1oc2c(CN3CCN(C)CC3)c(O)ccc2c(=O)c1-c1ccc(Br)cc1
-16	20	Cc1cc(Cl)ccc1OCCCC(=O)N1CCCCC1
-22	1	O=C(COc1ccccc1)NCc1ccc(-n2cccc2)cc1
10	14	CCc1ccccc1N1CC(C(=O)O)CC1=O (centres undefined)
-22	23	O=C(NCc1ccccc1Cl)C(=O)c1cn(CC(=O)N2CCOCC2)c2ccccc12
-10	11	COc1ccc(NC(=O)c2ccc(COc3ccccc3Br)o2)c(OC)c1
-22	16	Cc1nn(C)c2nc(-c3cccs3)cc(C(F)(F)F)c12
-11	4	COc1cccc(CN2CC(C(=O)N3CCCO3)CCC2=O)c1 (centres undefined)
